# ERK AVP block: blocks ERK signaling stimulated by vasopressin; HEK293-V1b, vasopressin-stimulated pERK AlphaScreen; Potency, µM (series often up to 57.5 µM), inactives show top-dose activity, negative = inhibition, hits mostly inhibitors; hit rate 0.99% among 72,000; AID 995; note: potency is the fitted concentration of half-maximal effect; % is set by controls: 0 for no effect and ±100 for the full control effect; nearly all actives have a fitted effect of over 55% in size
#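 HEK293 cells stably expressing V1b receptor, preincubated 30 min at 37 °C with compound, then stimulated 5 min with 25 nM vasopressin. Phospho-ERK by AlphaScreen SureFire after 5 h RT; normalized to DMSO and vasopressin; AC50 by Hill fit.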
# Hsp90 Hop PPI: changes Hsp90-Hop TPR2A binding signal, up or down. AlphaScreen TPR2A-His6 binding biotin-Hsp90 C-terminal peptide. Potency, µM (titrated, usually from 57 µM), inactives show at the highest dose activity change, negative = inhibition. hit rate 0.44% among 71,000. AID 595; active = well fitted curve in either direction with a large enough effect; inconclusive = small, poorly fitted or top-dose-only effect, or another doubt; note: potency is the fitted concentration of half-maximal effect; % is set by controls: 0 for no effect and ±100 for the full control effect; many of its hits are not listed in these tables
# Tau fil binding: tau filament binding. recombinant tau filaments, thioflavin S fluorescence, 15 h; filaments grown with octadecylsulfate alongside compound. AID 596. P10636. hit rate 2% among 71,000. Potency, µM (top dose mostly 57.1 µM), for inactives: at the highest dose activity change, negative = inhibition;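 note: potency is the fitted concentration of half-maximal effect; % is set by controls: 0 for no effect and ±100 for the full control effect; actives lower thioflavin S fluorescence by blocking filaments or displacing dye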
#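 Read-out: ThS fluorescence, 450 nm excitation/510 nm emission; lower signal marks blocked filament formation or displaced dye. Tau at 1 uM with 30 uM ODS, 10 uM ThS, 5 mM DTT, 100 mM NaCl, 10 mM HEPES pH 7.4; 15 h, 37 C.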
# HBB splice mod: modulators of hemoglobin beta chain splicing; HBB splicing reporter cell assay, activation; EGFP reporter with mutant IVS2-654 intron; response scale: normalised to 500 nM splice-correcting PNA; Potency, µM (titrated, usually from 46.1 µM), for the others: at the highest dose activation, actives largely listed as activators; hit rate 0.06% among 65,000; AID 925; note: potency is the fitted concentration of half-maximal effect; 0% is about no effect
#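 Compounds were applied for 2 days to HeLa EGFP-654 cells, 500/well in Optimem with 2% FCS. The reporter's EGFP is disrupted by mis-splicing of beta-globin intron IVS2-654. Readout: summed well GFP fluorescence from 488 nm laser scanning; reference was 500 nM antisense […] 654 PNA.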
# HADH2 inh: blocks human hydroxyacyl-CoA dehydrogenase type II. recombinant HADH2, NADH fluorescence, beta-hydroxybutyryl-CoA. AID 886. Potency, µM (top dose mostly 57.1 µM), for the others: at the top dose activity change, negative = inhibition, most hits filed as inhibitors. Q99714. hit rate 3.4% among 73,000; note: potency is the fitted concentration of half-maximal effect; % is set by controls: 0 for no effect and ±100 for the full control effect; nearly all actives have a fitted effect of over 60% in size; many of its hits are not listed in these tables
# Target sequence (Q99714 whole entry, looked up, one chain of several): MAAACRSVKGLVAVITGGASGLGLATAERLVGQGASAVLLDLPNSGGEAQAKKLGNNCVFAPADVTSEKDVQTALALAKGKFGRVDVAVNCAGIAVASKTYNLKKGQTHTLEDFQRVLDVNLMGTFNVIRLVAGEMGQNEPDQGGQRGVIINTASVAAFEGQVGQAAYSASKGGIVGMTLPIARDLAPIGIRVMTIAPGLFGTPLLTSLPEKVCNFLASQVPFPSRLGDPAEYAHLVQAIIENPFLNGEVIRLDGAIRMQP
#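 Buffer 100 mM Tris-HCl pH 9.0/0.01% Tween-20; HADH2 20 nM; NAD+ 1 mM; beta-hydroxybutyryl-CoA 90 uM (all final). 15 min cpd preincubation, RT.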
# ALOX15 inhib: 15-hLO (ALOX15) enzyme inhibition. P16050. purified 15hLO-1, xylenol orange hydroperoxide absorbance. hit rate 1.4% among 74,000. AID 887. Potency, µM (series often up to 57.1 µM), for inactives: at the highest dose activity change, negative = inhibition, actives largely listed as inhibitors; note: potency is the fitted concentration of half-maximal effect; % is set by controls: 0 for no effect and ±100 for the full control effect; nearly all actives have a fitted effect of over 55% in size
# Target sequence (P16050 whole entry, looked up): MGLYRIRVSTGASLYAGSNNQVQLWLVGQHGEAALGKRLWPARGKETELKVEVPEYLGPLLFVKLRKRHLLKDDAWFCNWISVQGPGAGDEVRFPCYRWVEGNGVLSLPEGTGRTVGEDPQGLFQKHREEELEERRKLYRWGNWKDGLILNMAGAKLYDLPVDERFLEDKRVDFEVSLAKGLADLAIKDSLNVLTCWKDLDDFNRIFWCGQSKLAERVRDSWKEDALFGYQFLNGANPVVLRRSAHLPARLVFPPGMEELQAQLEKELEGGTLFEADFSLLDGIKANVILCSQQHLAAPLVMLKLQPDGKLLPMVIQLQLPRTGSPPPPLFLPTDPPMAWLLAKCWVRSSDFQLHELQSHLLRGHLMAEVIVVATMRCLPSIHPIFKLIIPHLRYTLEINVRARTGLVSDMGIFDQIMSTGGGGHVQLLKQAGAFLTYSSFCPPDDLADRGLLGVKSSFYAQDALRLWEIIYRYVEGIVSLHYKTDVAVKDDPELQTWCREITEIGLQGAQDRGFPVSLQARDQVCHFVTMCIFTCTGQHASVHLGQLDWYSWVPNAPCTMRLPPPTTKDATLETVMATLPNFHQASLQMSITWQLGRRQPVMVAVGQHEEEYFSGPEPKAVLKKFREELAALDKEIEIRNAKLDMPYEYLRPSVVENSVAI
#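 Compounds were preincubated 15 min at room temperature with 40 nM purified human enzyme (25 mM Hepes pH 7.5, 0.01% Triton X-100); 50 uM arachidonic acid reacted 6 min. Fe-xylenol orange detection, 30 min, absorbance ratio 573/405 nm.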
# CRE Fsk mod: CRE-bla signaling modulation under forskolin stimulation | CHO CRE-bla reporter (cAMP response element driving beta-lactamase), forskolin EC10, beta-lactamase ratio | Potency, µM (highest dose often 38.2 µM), for inactives: at the top dose activity change, negative = inhibition, actives largely listed as activators | hit rate 2.5% among 71,000; active = well fitted activation curve with a large enough effect in the signal ratio, with a control signal flat, not every such curve was filed as active; inconclusive = small, poorly fitted or top-dose-only effect, or effect the other way, or a change in a side signal; the % refers to the signal ratio; note: potency is the fitted concentration of half-maximal effect; % of control where 0% means no effect
#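 The 460nm/530nm emission ratio after CCF4 loading defined %Activity, from which AC50 values were obtained. CRE-bla CHO cells received compound dilution series together with an EC10 level of NKH 477 for 3 hours at 37 degrees Celsius.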
# FLuc inh: blocks Photinus pyralis firefly luciferase activity. P08659. purified firefly luciferase, luminescence, 8 min. Potency, µM (highest dose often 57.1 µM), for inactives: top-dose activity change, negative = inhibition, usual class: inhibitors. hit rate 2.2% among 72,000; note: potency is the fitted concentration of half-maximal effect; % is set by controls: 0 for no effect and ±100 for the full control effect; nearly all actives have a fitted effect of over 40% in size
#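 Here, luciferase activity is measured as luminescence following an 8 min room-temperature reaction at 10 uM ATP, pH 7.2. Every library sample is titrated.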
# Pol III holo inh: blocks replication by bacterial DNA polymerase III holoenzyme. hit rate 0.25% among 71,000. AID 603. reconstituted DNA polymerase III holoenzyme replication, biochemical. Potency, µM (highest dose often 57.1 µM), for inactives: at the top dose activity change, negative = inhibition; note: potency is the fitted concentration of half-maximal effect; % is set by controls: 0 for no effect and ±100 for the full control effect
#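 Reconstituted *E. coli* holoenzyme (0.35 nM Pol III, 1 nM beta, 154 nM SSB, 2 nM primase) was preincubated with compound for 15 min at RT. Synthesis on 1.4 nM ssM13Gori ran 35 min, then was stopped with PicoGreen/EDTA and read as dsDNA fluorescence.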
# Epigenetic mod: derepresses silenced GFP locus in mouse C127i cells | mouse C127i GFP locus derepression, cytometry, 30 h | hit rate 0.09% among 68,000 | Potency, µM (titrated, usually from 46.1 µM), inactives show at the highest dose GFP derepression (activation); note: % of control where 0% means no effect
#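 Locus derepression in mouse mammary C127i cells whose integrated CMV-GFP reporter is normally silent; GFP expression after 30 h compound treatment was quantified by counting fluorescent cells.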
# UbGFP stabilizer: proteasome inhibitors stabilizing ubiquitin-GFP reporter. Ubiquitin-GFP reporter cells, proteasome inhibition, GFP fluorescence; response scale: untreated = 0%, 10 µM MG-132 = 100%. Potency, µM (highest dose often 45.9 µM), for inactives: top-dose activation (GFP accumulation), actives largely listed as activators. 67,000 tested, under 10 active. AID 526; active = well fitted activation curve with a large enough effect, not every such curve was filed as active; inconclusive = small, poorly fitted or top-dose-only effect, or another doubt; inactive = no such curve, though single readings can be large or run the other way; note: potency is the fitted concentration of half-maximal effect
#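 Proteasome blockade was scored as a rise in GFP-expressing U2OS cells carrying a ubiquitin(G76V)-GFP construct, imaged after 4 hr compound treatment at 37 °C across a 46 uM–2.9 nM series.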
# Active calls of the source: *; i = inactive; ? = inconclusive; . = no result given; [ ] = remark or other dose. Unless noted, calls come from the whole dose curve; as a rule, active = well fitted curve in the direction sought with a large enough effect; inconclusive = small, poorly fitted or top-dose-only effect, or another doubt; inactive = no such curve, though single readings can be large; an effect the other way counts as inactive or inconclusive.
SMILES,ERK AVP block,Hsp90 Hop PPI,Tau fil binding,HBB splice mod,HADH2 inh,ALOX15 inhib,CRE Fsk mod,FLuc inh,Pol III holo inh,Epigenetic mod,UbGFP stabilizer
O=C(NCC(c1cccnc1)N1CCN(c2ccc(F)cc2)CC1)c1ccc2c(c1)OCO2 (centres undefined),-1.8%,-1.5%,6.9%,-1.5%,7.8%,0.0%,?,0.4%,-1.0%,-2.4%,-11.0%
c1ccc(N2CCN(CCCOc3ccc4c(c3)OCO4)CC2)cc1,?,-6.7%,?,.,-0.4%,-0.1%[25.6 µM],?,0.0%,0.0%,-1.0%,-5.1%
COc1cccc(-n2c(SCC(N)=O)nc3c([nH]c4ccccc43)c2=O)c1,?,-0.7%,-6.9%,0.0%,?,0.5%,21.8%,-0.7%,1.4%,0.7%,6.7%
CC1(C)CC(=O)C2=C(C1)N(Cc1ccco1)C(=O)NC2(C(F)(F)F)C(F)(F)F,-0.6%,-1.6%,-19.4%,1.4%,4.8%,-10.5%,12.3%,-1.0%,-1.3%,2.1%,1.7%
C=CCOc1ccc(CNc2nn[nH]n2)cc1,-15.9%,-4.7%,-14.6%,.,5.0%,25.4%,-2.2%,2.2%,-7.1%,-3.2%,3.9%
Cn1c(=O)oc2cc(S(=O)(=O)NCCN3CCc4ccccc4C3)ccc21,.,-1.9%,-3.7%,-0.7%,-3.6%,-7.7%,-9.0%,3.1%,-9.6%,.,6.7%
O=C(Cn1cnc2c(oc3ccccc32)c1=O)NCCc1ccccc1,16.1%,-1.6%,-6.3%,-1.3%[0.369 µM],0.0%,-0.6%,10.4%,1.7%,5.8%,-3.1%,0.0%
COc1ccccc1-n1cc(C(=O)NCC(=O)N2CCN(c3ccccc3)CC2)c2ccccc2c1=O,22.0%,-5.1%,3.4%,-2.1%,-3.8%,6.3%,?,2µM*,-2.2%,-0.4%,-2.2%
Cc1cccc(Nc2ncc3c(n2)CC(c2ccco2)CC3=O)c1 (centres undefined),-17.2%,4.1%,27.6%,1.1%[1.84 µM],-12.5%,-4.4%,29.7%,2.7%,0.1%,0.0%,13.6%
COc1cccc(C(=O)OCn2nnc3ccccc3c2=O)c1OC,.,-2.3%,i,-1.1%,0.8%,-3.6%,-9.8%,-3.3%,2.0%,.,-3.7%
CCn1c(O)c(C=NCCN2CCOCC2)sc1=S,-13.2%,-2.2%,5.7%,-1.4%[57.5 µM],-3.9%,-15.2%,11.5%,0.9%,-6.3%,4.3%,-0.9%
O=c1cc[nH]c2cccc(Cc3ccccc3)c12,-1.2%,0.8%,-4.4%,0.5%,4.5%,-22.1%,-2.8%,-6.1%,-1.6%,-2.3%,-0.7%
CC(=O)Nc1nc(COc2ccccc2)cs1,-8.3%,-1.4%,-1.1%,0.5%,8.1%,2.8%,1.3%,-16.8%,7.1%,5.8%,-4.2%
O=C(Cc1c(O)c2ccccc2[nH]c1=O)OC1CCCCC1,5.3%,0.8%,15.5%,-2.4%,?,-1.2%,0.0%,-7.5%,3.6%,0.0%,3.1%
CCOc1ccccc1NS(=O)(=O)c1c(C)noc1C,23.8%,0.5%,-6.0%,-0.2%,4.8%,9.5%,?,2.5%,-1.1%,3.2%,-2.4%
CCCCn1c(=S)[nH]c2ncccc2c1=O,7.5%,-5.6%,2.1%,0.1%,-1.6%,1.7%,?,3.1%,-4.7%,-0.4%,10.9%
COc1ccc(N)c(C)c1,-14.4%,-4.7%,-6.8%,0.2%,-15.2%,-8.3%,-2.2%,.,-1.6%,.,.
CC(C)CNC(=O)c1cc(-c2ccc(Br)cc2)on1,6.2%,4.6%,-2.0%,0.6%,-5.3%,0.3%,?,-1.1%,1.0%,-1.2%,-3.9%
CC(Oc1ccc(Br)cc1)C(=O)N1CCc2ccccc21 (centres undefined),64.1%[activator],13.3%,32.5%,-0.5%,4.2%,-21.1%,?,2.3%,-4.0%,4.3%,-1.1%
O=C(CNCC1CCCO1)Nc1ccccc1N1CCOCC1 (centres undefined),4.1%,-0.1%,54.9%,-3.5%,?,-14.9%,3.8%,1.7%,4.4%,-3.3%,-0.7%
CC(C)(C)OC(=O)N1CCNc2ccccc2C1,?,4.8%,-2.7%,-1.4%,8.1%,9.1%,-6.0%,1.9%,-3.1%,1.4%,6.4%
Cc1ccc2c(c1)NC(=O)C(CC(=O)NCCCN1CCN(c3cc(Cl)ccc3C)CC1)O2 (centres undefined),?,-12.6%,170.7%,-0.7%,?,-20.7%,-12.9%,0.0%,-0.1%,-0.1%,12.5%
CC1(C)NC(=O)N(c2ccccc2Cl)C1(C)NO (centres undefined),-21.3%,-3.9%,2.6%,-0.3%,0.0%,-3.0%,-14.7%,1.0%,1.2%,-2.6%,3.3%
COc1ccccc1NC(=O)C1C2CCCCC21 (centres undefined),10.3%,?,-8.6%,4.9%,21.0%,?,0.2%,-1.2%,-0.1%,-0.7%,-3.6%
CNC(=O)C1CC(=O)N(c2ccc(C)cc2)C1 (centres undefined),?,4.8%,1.2%,-0.5%,5.8%,0.7%,5.0%,2.8%,-8.3%,-4.1%,14.5%
Cc1ccc(C(=O)Nc2c(C(=O)NCc3ccco3)cnn2-c2ccccc2)cc1,13.4%,-5.6%,-0.9%,0.7%,-2.7%,3.4%,-12.7%,2.6%,-6.2%,3.6%,5.4%
COCCN1C(=O)c2ccccc2C(C(=O)NCc2ccco2)C1c1c[nH]c2ccccc12 (centres undefined),-5.4%,-0.8%,-11.7%,-2.2%,1.4%,-15.0%,-18.9%,2.8%,-3.4%,0.0%,-9.4%
CC(C)(C)c1cc(NC(=O)COC(=O)C2CC2)n(-c2ccccc2)n1,8.5%,-9.9%,5.8%,-3.6%,1.9%,-10.0%,?,-1.0%,-4.5%,4.9%,-4.5%
CCOc1ccccc1NC1c2ccccc2C(=O)N1c1cccnc1 (centres undefined),29.1%,-3.3%,4.9%,-1.1%,0.9%,-4.4%,?,1.8%,1.0%,-0.1%,0.9%
CC(NC(=O)c1ccncc1)C(c1cccs1)N1CCOCC1 (centres undefined),-4.9%,-3.6%,1.5%,1.0%[0.369 µM],-5.7%,-4.8%,-1.2%,1.1%,-3.0%,-2.1%,.
Cc1cc(C(=O)Nc2cccc(C(=O)O)c2)oc1C,-1.8%,-2.9%,-3.8%,-1.4%,-7.1%,4.4%,-0.4%,15.8µM*,-5.0%,1.6%,4.6%
COc1ccc(C(C)C)cc1S(=O)(=O)NCc1ccccn1,-7.0%,0.8%,-5.3%,0.6%,14.8%,5.8%,-2.0%,-0.6%,1.1%,4.2%,1.1%
COc1ccc(C(=O)c2cnc(C(C)C)n2C)cc1,-11.7%,-1.4%,4.0%,0.3%,0.6%,-18.4%,9.3%,-14.6%,-5.8%,-2.0%,?
CCOC(=O)N1CCC(NC(=O)CN2C(=O)CSc3nc(C)cc(C)c32)CC1,11.7%,-0.1%,5.6%,-0.1%,2.2%,10.2%,-9.4%,1.8%,-10.8%,-3.4%,-14.6%
Cc1onc(-c2ccccc2Cl)c1C(=O)NCc1nc(-c2ccccc2)no1,?,-5.5%,-16.0%,7.3%,-6.6%,-34.5%,-8.4%,-5.3%,2.2%,12.9%,5.2%
CCC(C)c1ccccc1NC(=O)c1cccnc1 (centres undefined),-13.9%,-2.1%,-12.7%,-1.5%,1.6%,2.4%,2.1%,0.8%,-5.7%,1.6%,-4.9%
CC1CCN(C(=O)Cc2nn(C)c(=O)c3ccccc23)CC1,-17.3%,1.1%,-7.6%,-0.2%,12.7%,5.8%,8.8%,-0.1%,-2.3%,6.1%,-5.9%
CCOc1ccc(OCC)c(NC(=O)CN(C)S(=O)(=O)c2cnc[nH]2)c1,-25.7%,-3.5%,-15.1%,4.1%,2.5%,-5.5%,?,1.2%,1.9%,1.2%,0.3%
CSc1nc2nc3c(c(=O)n2[nH]1)CN(Cc1ccccc1)CC3,-19.6%,-1.6%,-5.8%,1.2%[57.5 µM],-5.8%,12.4%,18.8%,3.0%,1.6%,8.2%,2.8%
COc1cccc(-n2c(SCC(=O)N3CCCC3)nc3c([nH]c4ccccc43)c2=O)c1,.,-0.9%,91.2%,0.5%,-2.4%,-0.2%,-6.9%,3.6%,-3.8%,.,4.3%
Cc1ccc2cc(CN(Cc3ccco3)S(=O)(=O)c3c(C)ccc4nsnc34)c(=O)[nH]c2c1,9.6%,-2.1%,-26.3%,-0.2%[57.5 µM],-17.2%,-7.8%,5.4%,2.4%,-4.1%,0.0%,8.3%

# Screening data: PubChem, National Center for Advancing Translational Sciences (NCATS)

# Some of the compounds tested (hit frequency here may not be typical).
